PREPL inhibitor – inhibitors of human prolyl oligopeptidase-like enzyme PREPL | Q4J6C6 | 0.68% of 320,000 active | inhibition, % at 5.96 µM | recombinant PREPL, fluorescence polarization activity-based probe; in the data active = inhibition above about 43%;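 note: 0% = enzyme with DMSO and 100% = wells lacking enzyme; many of its hits are not listed in these tables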
TPT1 inh – inhibitors of Candida albicans tRNA 2'-phosphotransferase TPT1. recombinant caTPT1, FP RNA substrate dephosphorylation. inhibition, % at 5 µM. 0.81% of 300,000 active. AID 1962;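 active = inhibition above the mean of all tested compounds plus 3 SD, set per screening campaign, cut at about 24% in these data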;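 note: plate controls were DMSO alone for no effect and ferristatin control at 100 nM for full effect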
PP1 inh – counter-screen for PP5 inhibitors: inhibitors of human PP1-alpha | P62136 | purified PP1alpha, OMFP fluorescence | inhibition, % at 6.7 µM | 0.9% of 320,000 active | AID 2235;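 active = inhibition above the mean inhibition of all tested compounds plus 3 SD, computed separately for each screening campaign, cut at about 15% in these data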
Target sequence (P62136 whole entry, looked up): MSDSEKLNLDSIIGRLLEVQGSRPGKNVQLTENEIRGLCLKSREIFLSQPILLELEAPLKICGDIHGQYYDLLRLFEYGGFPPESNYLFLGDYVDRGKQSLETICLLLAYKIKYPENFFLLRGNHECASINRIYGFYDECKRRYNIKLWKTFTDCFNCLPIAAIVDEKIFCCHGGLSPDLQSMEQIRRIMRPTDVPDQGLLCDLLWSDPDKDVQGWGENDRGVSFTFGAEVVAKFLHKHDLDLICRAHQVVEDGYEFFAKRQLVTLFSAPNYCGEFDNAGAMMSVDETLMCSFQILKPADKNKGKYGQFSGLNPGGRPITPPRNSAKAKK
LYPLA2 counter – counter-screen for PME1 inhibitors: inhibitors of human LYPLA2 | O95372 | recombinant LYPLA2, FP-Rh probe fluorescence polarization | inhibition, % at 5.9 µM | 0.38% of 320,000 active | AID 2177;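 active = inhibition above the screen-wide mean plus 3 SD, limit set per campaign, cut at about 26% in these data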;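 note: 0% = LYPLA2 with DMSO and 100% = wells lacking LYPLA2 enzyme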
Target sequence (O95372 whole entry, looked up): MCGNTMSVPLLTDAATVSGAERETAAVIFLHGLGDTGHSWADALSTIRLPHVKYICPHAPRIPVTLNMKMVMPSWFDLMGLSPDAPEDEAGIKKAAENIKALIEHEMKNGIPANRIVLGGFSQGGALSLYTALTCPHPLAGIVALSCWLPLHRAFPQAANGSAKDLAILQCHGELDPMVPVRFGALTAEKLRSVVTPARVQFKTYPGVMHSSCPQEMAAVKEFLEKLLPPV
JMJD2C inh – inhibitors of human GASC-1 (JMJD2C) demethylase; GST-JMJD2C(1-420) H3K9me3 demethylation, DELFIA europium; inhibition, % at 2.35 µM; Q9H3R0; 0.069% of 330,000 active; AID 2099;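 active = more than half of a compound's replicate wells show inhibition beyond 50%, single wells judged on their own value; inconclusive = some, but no more than half, of replicates pass 50% inhibition; inactive = no replicate passes 50% inhibition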;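 note: signal counts dimethyl H3K9 product captured on neutravidin plate; 0% = median of DMSO wells and 100% = 0.3 times that DMSO median; strong numbers were not always called active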
PP5 primary – blocks human protein phosphatase 5 activity; P53041; purified PP5c, OMFP substrate fluorescence; inhibition, % at 6.7 µM; 0.18% of 320,000 active; AID 1987;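 active = inhibition above the campaign's mean inhibition across all tested compounds plus 3 SD, cut at about 9.5% in these data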;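 note: 0% = DMSO only and 100% = 100 µM cantharidin control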
Target sequence (P53041 whole entry, looked up): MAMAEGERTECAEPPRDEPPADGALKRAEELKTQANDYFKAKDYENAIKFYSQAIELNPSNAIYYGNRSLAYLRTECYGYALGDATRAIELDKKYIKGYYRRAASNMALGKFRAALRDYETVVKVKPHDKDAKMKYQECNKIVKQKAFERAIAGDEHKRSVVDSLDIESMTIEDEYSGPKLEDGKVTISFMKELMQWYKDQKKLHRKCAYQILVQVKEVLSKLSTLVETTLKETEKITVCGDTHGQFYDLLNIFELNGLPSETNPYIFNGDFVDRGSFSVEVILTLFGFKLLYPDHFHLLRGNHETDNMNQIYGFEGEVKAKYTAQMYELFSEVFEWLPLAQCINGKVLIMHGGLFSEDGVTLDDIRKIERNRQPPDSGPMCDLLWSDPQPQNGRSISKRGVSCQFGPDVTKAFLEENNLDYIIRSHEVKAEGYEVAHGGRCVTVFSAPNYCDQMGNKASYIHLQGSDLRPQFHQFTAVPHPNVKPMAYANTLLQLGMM
Efflux pump inh – antifungal efflux pump inhibition, Nile Red retention; S. cerevisiae Candida pump triplex; inhibition, % at 10 µM; 0.44% of 330,000 active; AID 485275;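 active = plate passing quality check with inhibition over a set limit, or well fluorescence over plate mean plus 4 SD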;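 note: Nile Red retained in pooled yeast measured as flow cytometry median fluorescence; 0% = buffer negative control and 100% = Enniatin B positive control; higher means more Nile Red kept so more efflux inhibition; some compounds called inactive have numbers as strong as hits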
HCV core dimer – blocks dimerization of HCV core protein. AID 1899. inhibition, % at 5 µM. 0.33% of 300,000 active. TR-FRET GST/Flag-core106 dimerization, 1536-well;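 active = inhibition above the mean of all tested compounds plus 3 SD, set per screening campaign, cut at about 45% in these data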
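System: GST-tagged and Flag-tagged HCV core protein residues 1-106 / Input: core106 proteins, GST 13.5 nM and Flag 17 nM / Buffer or medium: KF-containing HEPES buffer, pH 7.45, DTT, CHAPS, BSA / Probe or stimulus: Eu-anti-GST and XL665-anti-Flag labelled anti-tag antibodies / Schedule: 4 h, 22.5 °C incubation / Technique: TR-FRET 671 and 617 nm emission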
CTSL1 counter – counter-screen for PFM18AAP inhibitors: inhibitors of F. hepatica cathepsin L1. recombinant F. hepatica cathepsin L1, Z-Leu-Arg-MCA fluorescence. inhibition, % at 5.96 µM. 0.49% of 300,000 active;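 active = inhibition above the mean of all tested compounds plus 3 SD, set per screening campaign, cut at about 17% in these data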;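 note: 0% = plate median of test compound wells and 100% = 1 µM Z-Phe-Ala-diazomethylketone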
An asterisk follows results filed as active; i = inactive; ? = inconclusive; / = not tested or not shown. Not all compounds are listed, so the mix of outcomes need not match the whole.

SMILES | PREPL inhibitor | TPT1 inh | PP1 inh | LYPLA2 counter | JMJD2C inh | PP5 primary | Efflux pump inh | HCV core dimer | CTSL1 counter
O=S(=O)(c1ccccc1)n1cc(-c2ccccn2)c(N2CCOCC2)n1 | 5.7 | -2.2 | -6.9 | -9.0 | -16.7 | -4.4 | 0.1 | -2.1 | 0.7
OCCNc1nc(OCC(F)(F)F)nc(N2CCN(C34CC5CC(CC(C5)C3)C4)CC2)n1 | 14.3 | -5.2 | 0.7 | 5.0 | -4.7 | -1.2 | -0.1 | 0.4 | 1.9
CCN(CC(=O)NCc1cccs1)C(=O)c1ccc([N+](=O)[O-])o1 | 1.4 | -3.7 | -0.6 | 2.4 | 1.9 | -0.8 | -0.2 | -4.7 | 1.4
CCC1=NN(C(=O)c2ccc(Br)cc2)C(O)(c2ccc(C)cc2)C1 (stereo not given) | -9.8 | -2.3 | 0.0 | 13.8 | ? | 1.0 | 0.4 | 0.1 | 5.5
Cc1cccc(C)c1OCc1nnc(SCC(=O)Nc2nccs2)o1 | -3.6 | -3.6 | -6.6 | -5.8 | -1.8 | -0.3 | -0.1 | -3.3 | 2.1
CCCCOc1ccc(-c2cc(C(=O)NNC(=S)NCC)c3ccccc3n2)cc1 | 4.5 | 1.4 | 1.0 | -6.5 | -1.6 | 3.8 | 0.1 | 13.9 | 3.9
Cc1ccc(S(=O)(=O)NC(=O)COc2ccccc2C)c(C)c1 | 1.6 | 0.0 | -2.6 | 0.5 | 11.5 | -0.7 | -0.3 | -0.4 | -0.6
NC(=O)CCn1c(C(=O)c2cc(Cl)c(N)c(Cl)c2)c2ccccc2[n+]1[O-] | -4.2 | -2.9 | -3.5 | -4.1 | -0.1 | 0.3 | -0.2 | -10.9 | 2.7
Cn1cnnc1SCCNS(=O)(=O)c1cccc([N+](=O)[O-])c1 | 3.3 | 0.7 | -1.2 | 8.0 | 9.2 | 1.6 | -0.1 | -1.0 | 0.0
Cc1sc2nc3n(c(=O)c2c1C)NC(=O)CC3 | 12.0 | -4.9 | -1.6 | 6.7 | -7.5 | 1.9 | 0.0 | -4.4 | 1.6
CC1CCN(C(C(=O)Nc2ccc3c(c2)OCO3)c2ccccc2)CC1 (stereo not given) | 0.9 | -0.4 | -4.1 | 4.6 | 2.6 | 0.8 | 0.0 | 8.1 | -0.7
CC(=O)Nc1cc(OC(=O)c2ccco2)cc(OC(=O)c2ccco2)c1 | 49.6* | 4.9 | -3.9 | -0.3 | -4.7 | 6.0 | 0.1 | -4.1 | -43.4
CCCCN(C(=O)c1ccc(NC(=O)C(C)C)cc1)c1ccccc1 | -7.5 | -0.6 | 1.2 | 5.6 | 5.6 | 2.6 | -0.2 | 0.9 | 0.2
CN(CCO)c1ccc([N+](=O)[O-])cc1C(=O)O | 14.2 | -2.3 | 1.2 | 8.7 | -21.2 | -1.1 | 0.0 | -5.1 | 1.2
Cc1ccc(C)c(N2CCN(C(=O)CCCn3ncn4c(cc5occc54)c3=O)CC2)c1 | 5.6 | 2.7 | 3.4 | 6.0 | 2.2 | -0.2 | 0.0 | 7.4 | 0.6
CC1CC2=C(C(=O)O1)C(c1ccc(Cl)cc1)Nc1ccccc1N2 (stereo not given) | 19.1 | -1.0 | 1.6 | -2.0 | -4.4 | -0.3 | 0.0 | -10.7 | 0.2
CCOc1ccccc1NC(=O)COC(=O)C(CC)c1ccccc1 (stereo not given) | 2.7 | -4.3 | 0.6 | 3.0 | -3.3 | 4.8 | -0.1 | -4.6 | -2.9
Cc1ccc(N(CC(=O)NCC2CCCO2)S(=O)(=O)c2ccc(Cl)cc2)cc1C (stereo not given) | 19.8 | -2.7 | -3.3 | 0.9 | 4.7 | 1.4 | -1.4 | 0.8 | 2.6
CCOC(=O)c1ccccc1NC(=O)COC(=O)CCNS(=O)(=O)c1ccc(C)c(C)c1 | -0.1 | -0.5 | -4.5 | -0.2 | -20.1 | 2.1 | 0.1 | 1.9 | -10.5
CCn1c(O)c(C=Nc2ccccc2)sc1=S | 17.8 | 24.8* | 0.9 | -0.6 | 36.9 | 2.0 | -0.1 | -5.5 | 0.0

TPT1 inh, entries above that show a hit.
Structure	PREPL inhibitor	TPT1 inh	JMJD2C inh	PP5 primary	Efflux pump inh	HCV core dimer
CCn1c(O)c(C=Nc2ccccc2)sc1=S	17.8	24.8*	36.9	2.0	-0.1	-5.5

Further entries:
SMILES | PREPL inhibitor | TPT1 inh | PP1 inh | LYPLA2 counter | JMJD2C inh | PP5 primary | Efflux pump inh | HCV core dimer | CTSL1 counter
COc1ccc(C2CC(=O)c3ccccc3O2)cc1 (stereo not given) | 13.2 | -0.9 | 9.6 | 10.5 | -6.2 | 1.3 | -0.1 | -3.8 | -3.6
COC(=O)C[C@H]1c2cc(F)cc(F)c2S(=O)(=O)N1C1CCN(Cc2ccccc2)CC1 | 3.1 | 3.2 | 2.0 | 2.3 | 6.3 | 2.2 | 0.1 | -30.6 | 0.2
COc1ccc(C2=NOC(C(=O)NCc3ccc(F)cc3)C2)cc1OC (stereo not given) | 8.6 | 2.9 | 4.6 | 0.0 | 1.5 | -1.2 | 0.0 | 2.8 | -2.2
CC(=O)Nc1cc(C(=O)N(C)Cc2ccco2)ccc1Sc1ccc(Cl)cc1 | 7.5 | 0.6 | 0.1 | -3.3 | 4.0 | 0.8 | 0.5 | 6.0 | 2.1
CC(C)(C)c1n[nH]c(=S)n(N)c1=O | 1.3 | 0.7 | -4.6 | 3.2 | 8.7 | 1.0 | -0.2 | 1.8 | -2.1
NC(=O)COC(=O)c1cccnc1Nc1ccccc1F | 8.5 | -2.5 | 0.6 | 1.2 | -0.5 | -1.4 | 0.1 | -3.2 | 1.5
CCN(C(=O)CCC(=O)N(CC)c1ccccc1)c1ccccc1 | 2.5 | 5.2 | -2.3 | 6.2 | -1.5 | 1.1 | -0.1 | -3.1 | -0.8
Nc1ncnc(Nc2cccc(C(F)(F)F)c2)n1 | -19.2 | -1.2 | -1.1 | -3.3 | 2.3 | -0.7 | 0.1 | -2.1 | 4.7
COc1ccccc1Oc1nnnn1-c1ccc(C(N)=O)cc1 | 10.3 | -1.3 | -0.3 | 2.5 | 21.8 | 1.6 | 0.1 | -3.5 | 0.3
C=CCn1c(SCC(=O)Nc2c(C)n(C)n(-c3ccccc3)c2=O)nc2scc(-c3ccccc3)c2c1=O | 8.8 | -0.1 | -0.4 | -1.9 | 18.3 | 1.3 | 0.0 | 15.6 | -0.2
COCCN(C(=O)COC(=O)/C=C/c1ccc(C(F)(F)F)cc1)c1c(N)n(Cc2ccccc2)c(=O)[nH]c1=O | 14.7 | 3.2 | -4.2 | 6.9 | 2.8 | -1.9 | 0.1 | 2.2 | 6.7
O=S(=O)(c1ccc(F)c(F)c1)N1CCN(S(=O)(=O)c2cccs2)CC1 | -3.5 | 1.2 | -0.6 | 5.8 | 2.9 | 1.9 | 0.2 | -3.4 | -4.2
CC(=O)Nc1ccc(-c2nc(C)c(C(C)=O)n2O)cc1 | 9.5 | 0.5 | -1.5 | -4.2 | 4.3 | 2.6 | 0.1 | -2.5 | 0.0
Cc1cc(C)n(CCNC(=O)CC2C(=O)NCCN2Cc2ccc(C)o2)n1 (stereo not given) | 7.7 | -2.8 | -2.2 | 1.7 | -19.8 | -0.5 | -0.1 | 2.7 | -3.4
Cc1cccc(NC(=O)COC(=O)CCc2ccccc2)c1C | 1.1 | -0.7 | -0.9 | -2.5 | 2.3 | -0.2 | -0.1 | 0.4 | -4.0
CC1CN(C(=O)CSc2ncnc3sccc23)CC(C)O1 (stereo not given) | 9.5 | 16.7 | 0.9 | 13.4 | 5.3 | 2.4 | 0.0 | -6.2 | -5.8
CC1CN(c2ccc(C(F)(F)F)cc2[N+](=O)[O-])CCN1S(C)(=O)=O (stereo not given) | -6.8 | 3.6 | -0.7 | -4.5 | -11.9 | 1.7 | -0.3 | -3.0 | 0.1
COc1ccccc1P(=O)(c1ccccc1)c1ccccc1NC(C)=O (stereo not given) | 3.0 | -1.9 | -3.4 | -2.0 | 6.5 | 0.7 | 0.1 | -2.1 | -4.2
COc1cc(/C=N/NC(N)=S)cc(Br)c1OCc1ccccc1F | -7.8 | -3.0 | 1.1 | -13.5 | -28.6 | 3.3 | -0.1 | 12.1 | 5.2
COc1ccc(-c2ccc(-c3noc(-c4cccs4)n3)c(OC)n2)cc1 | 4.8 | 26.1* | 5.2 | -0.6 | 28.7 | 1.7 | 0.3 | 16.1 | -1.6
CC1CN(C(=O)N2c3ccccc3Sc3ccccc32)CC(C)O1 (stereo not given) | -6.3 | -1.2 | -3.1 | -1.3 | 6.2 | 1.9 | 0.0 | 0.5 | -0.9
OC1(c2cccc(C(F)(F)F)c2)CCN(Cc2nnnn2CCc2ccccc2)CC1 | 8.6 | 1.4 | 4.5 | 10.7 | -11.8 | 3.4 | 0.0 | -2.2 | 5.8
Cc1nc2sc3c(c2c(=O)n1NC(=O)CCBr)CCCC3 | -4.8 | 0.5 | -10.2 | 2.9 | 20.0 | -1.2 | 0.0 | 2.6 | -0.2
CC(C)(C)C(=O)Nc1ccc(Oc2ccc3c(c2)C(=O)N(c2ccc(O)cc2)C3=O)cc1 | 12.1 | -4.7 | 5.2 | -1.1 | -9.1 | -1.5 | 0.5 | 3.5 | 5.8
CCCn1c(N)c(N(CCOC)C(=O)c2ccc(Cl)c([N+](=O)[O-])c2)c(=O)[nH]c1=O | 9.6 | -1.6 | 0.0 | 0.9 | 2.6 | -0.7 | -0.2 | -8.3 | -0.9
CC(C)Oc1ccc(CCNC(=O)C2CCC(=O)N(Cc3cccc(F)c3)C2)cc1 (stereo not given) | 17.2 | -4.7 | -3.8 | -0.9 | 4.6 | -0.1 | -0.2 | -13.6 | -0.6
CCOc1ccc(C2CC(=O)c3c([nH]c(C(=O)OC)c3C)C2)cc1OC (stereo not given) | 2.4 | -1.6 | -3.5 | 9.4 | 1.4 | 0.9 | -0.1 | -1.7 | -2.2
O=C(/C=C/c1c(Cl)nc2ccccn12)Nc1ccc(F)cc1 | -1.2 | -1.1 | -1.0 | 1.1 | 9.6 | 0.9 | 0.1 | 2.3 | 3.0
CC(=O)c1c(N2CCN(c3cccc(Cl)c3)CC2)nc(=S)n(-c2ccccc2)c1C | 25.8 | 1.8 | -1.8 | 2.4 | -0.6 | -0.5 | -0.1 | -2.4 | 0.3
CC(C)(C)n1nc2c(c1NC(=O)CCCc1ccccc1)CS(=O)C2 (stereo not given) | 9.9 | 2.0 | -0.5 | 3.2 | 0.2 | 1.5 | 0.1 | -17.3 | -4.4
CCOc1ccc(NS(=O)(=O)c2cccc(C(=O)N(C)Cc3ccco3)c2)cc1 | 6.4 | / | -1.2 | -4.2 | 1.7 | 1.8 | 0.0 | / | /
N#C/C(=C\c1cccs1)C(=O)Nc1ccccn1 | 11.4 | -10.0 | 0.5 | 0.1 | i | 1.6 | 0.1 | -0.7 | 4.2
